PglD inh = blocks C. jejuni PglD acetyltransferase activity. AID 602405. actives 0.098% (n = 360,000). purified PglD enzyme, DTNB colorimetric CoA detection. inhibition, % at 12.5 µM; in the data active = inhibition above about 16%, passing the limit was not always enough; inconclusive = no clear call, values can overlap the other calls; note: strong numbers were not always called active
PAX8 inh HTS = PAX8 transcriptional activity inhibition; inhibition, % at 12.6 µM; RMG-I TPO-luciferase reporter, SteadyGlo, 24 h; actives 1.2% (n = 360,000);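 active = mean replicate inhibition at least 60% with every replicate also reaching 60%; inconclusive = only one of the two criteria is met; inactive = mean below 60% and not all replicates reaching 60%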;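 note: luciferase light reporting Pax8 driven TPO promoter activity; plate controls were median of neutral control wells for no effect and mitoxantrone controls for full effect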
ERAP1 inh = blocks human ERAP1 aminopeptidase activity; Q9NZ08; inhibition, % at 10.7 µM; recombinant ERAP1, Leu-AMC fluorescence, 60 min; actives 0.15% (n = 340,000);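 active = mean replicate inhibition of at least 30%, or all replicates individually reaching that 30% level; inactive = mean below 30% and not every replicate reaching it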;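 note: 0% = neutral control wells and 100% = L-leucinethiol positive control wells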
Target sequence (Q9NZ08 whole entry, looked up): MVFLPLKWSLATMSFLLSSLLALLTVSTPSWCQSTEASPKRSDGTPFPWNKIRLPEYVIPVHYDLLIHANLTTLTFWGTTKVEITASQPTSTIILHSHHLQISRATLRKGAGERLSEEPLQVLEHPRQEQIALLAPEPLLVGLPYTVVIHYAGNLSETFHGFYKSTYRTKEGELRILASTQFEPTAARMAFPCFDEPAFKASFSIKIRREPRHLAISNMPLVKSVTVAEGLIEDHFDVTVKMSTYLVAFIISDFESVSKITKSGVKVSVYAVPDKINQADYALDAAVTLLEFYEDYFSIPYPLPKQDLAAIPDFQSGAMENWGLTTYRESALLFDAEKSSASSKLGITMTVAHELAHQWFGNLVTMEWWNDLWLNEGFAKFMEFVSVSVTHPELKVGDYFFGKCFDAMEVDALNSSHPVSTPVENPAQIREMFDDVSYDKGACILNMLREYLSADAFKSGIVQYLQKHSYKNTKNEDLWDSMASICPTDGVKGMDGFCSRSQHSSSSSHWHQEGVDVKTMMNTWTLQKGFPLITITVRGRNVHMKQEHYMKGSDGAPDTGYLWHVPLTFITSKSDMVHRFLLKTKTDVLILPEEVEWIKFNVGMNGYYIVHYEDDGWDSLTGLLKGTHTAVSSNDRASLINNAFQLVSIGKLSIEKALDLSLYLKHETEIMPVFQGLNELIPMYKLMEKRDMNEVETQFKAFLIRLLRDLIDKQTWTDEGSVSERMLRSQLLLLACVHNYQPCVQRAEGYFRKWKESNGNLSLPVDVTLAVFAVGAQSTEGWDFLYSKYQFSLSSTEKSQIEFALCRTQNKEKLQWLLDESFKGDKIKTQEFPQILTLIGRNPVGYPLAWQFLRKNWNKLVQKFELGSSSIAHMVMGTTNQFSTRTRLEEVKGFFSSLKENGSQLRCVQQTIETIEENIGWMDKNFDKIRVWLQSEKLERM
EWS-Fli block = EWS/Fli transcriptional activity inhibition; A673 NR0B1-luciferase reporter, viability-normalised; inhibition, % at 12.6 µM; actives 0.67% (n = 350,000);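 active = mean inhibition of at least 50% after viability correction, with every replicate also passing that limit; inconclusive = mean reaches 50% but only one of two replicates passes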;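 note: firefly luciferase signal divided by Alamar Blue viability fluorescence both relative to DMSO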
LGR2 antag = blocks bursicon-induced cAMP signaling via Drosophila LGR2; HEK293 LGR2, CRE-luciferase, bursicon-stimulated, 4 h; inhibition, % at 9.99 µM; actives 0.35% (n = 380,000); AID 720647;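 active = drop in luminescence signal, shown as inhibition above about 50% in the replicate tests, limit read from the data, passing the limit was not always enough; inconclusive = probably only some replicates passing the limit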;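 note: agonist challenge used bursicon conditioned medium at about half maximal strength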
FN deposit inh = fibronectin deposition inhibition | AID 743247 | actives 0.086% (n = 350,000) | inhibition, % at 12.6 µM | AH1F fibroblasts, Alexa488-fibronectin deposition fluorescence, overnight;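 active = mean inhibition across replicates of 30% or more, regardless of how many single replicates reach that level; inconclusive = mean under 30% yet at least half of replicates reach 30%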;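 note: positive control wells lacked labelled fibronectin entirely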
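Material: AH1F fibroblast monolayer depositing Alexa488-labelled fibronectin into matrix | Input: 10000 AH1F cells/well | Medium: DMEM plus 2% serum, read in PBS | Reagent: Alexa488-fibronectin, 24 nM final in well | Compound dosing: One dose per compound, pinned | Schedule: 1 h adhesion, overnight exposure | Measured by: Fluorescence at 485 nm excitation, 525 nm emission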
S100A4 inh HTS = blocks human S100A4 binding to myosin IIA peptide | inhibition, % at 10.7 µM | S100A4/TAMRA-MyoIIA peptide fluorescence polarization | actives 0.14% (n = 360,000);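 active = mean inhibition of at least 70% across replicates, with every replicate also reaching that level; inconclusive = mean inhibition reaches 70% but some replicates fall short; inactive = mean inhibition below 70%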
Target sequence (P26447 whole entry, looked up): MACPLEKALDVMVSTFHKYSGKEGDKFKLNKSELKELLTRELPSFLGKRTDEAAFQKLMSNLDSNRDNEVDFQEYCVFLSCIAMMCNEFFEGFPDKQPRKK
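Test system: S100A4 monomer protein. Medium: HEPES buffer with Ca2+, pH 7.2. Reagent: fluorescent myosin IIA peptide, 5 nM. Compound dosing: single-point compound testing. Timing: 5 min between mix addition and reading. Benchmarks: DMSO neutral and TFP positive wells.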
PGC1a acetyl inh = lowers PGC1a acetylation signal in U2OS cells; AlphaScreen anti-acetyl-lysine; with virally co-expressed GCN5 acetyltransferase; inhibition, % at 15.6 µM; actives 0.17% (n = 350,000);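 active = every replicate shows inhibition of at least 40%; inconclusive = mean inhibition at least 40% but some replicate below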;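 note: 0% = neutral control wells and 100% = positive control wells; some results beyond the cut were filed as inactive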
The depositor's hits bear a star; u = inconclusive; x = no result given; & = joins results of further samples.

Start of the listing, in advance (2 entries):
SMILES	PglD inh	PAX8 inh HTS	ERAP1 inh	EWS-Fli block	LGR2 antag	FN deposit inh	S100A4 inh HTS	PGC1a acetyl inh
O=C(Nc1nnc(SCc2c(Cl)cccc2Cl)s1)C1CC(=O)N(c2ccc3c(c2)OCCO3)C1 (stereo not given)	x	10.4	-1.0	18.4	13.0	x	-10.3	5.3
O=C1CC(c2nc3ccccc3[nH]2)CN1Cc1ccccc1 (stereo not given)	3.9	6.3	-1.9	-1.2	-5.4	-4.6	-0.4	-0.1

Results, repeating the preview:
SMILES	PglD inh	PAX8 inh HTS	ERAP1 inh	EWS-Fli block	LGR2 antag	FN deposit inh	S100A4 inh HTS	PGC1a acetyl inh
O=C(Nc1nnc(SCc2c(Cl)cccc2Cl)s1)C1CC(=O)N(c2ccc3c(c2)OCCO3)C1 (stereo not given)	x	10.4	-1.0	18.4	13.0	x	-10.3	5.3
O=C1CC(c2nc3ccccc3[nH]2)CN1Cc1ccccc1 (stereo not given)	3.9	6.3	-1.9	-1.2	-5.4	-4.6	-0.4	-0.1
COc1ccc(C(C#N)N2N=C(C)CC2(C)C)cc1 (stereo not given)	-0.1	-21.7	x	x	x	4.8	x	-30.4
Cc1cc2c(SCC(=O)Nc3ccccc3O)ncnc2s1	4.1	-6.4	1.1	-0.6	5.7	-1.3	-4.3	0.8
O=C(COC(=O)c1cc(S(=O)(=O)N2CCOCC2)ccc1F)NCCc1ccc(F)cc1	-2.8	1.1	-0.7	1.9	1.4	-5.7	-3.5	x
Nc1cc(=O)[nH]c(SCC(=O)Nc2ccc(S(=O)(=O)N3CCOCC3)cc2)n1	-0.6	x	3.9	4.1	5.2	x	-0.5	1.5
CSc1nc2ccccc2c(=O)n1C1CCCCC1	8.4	3.4	-7.0	10.9	3.3	-2.1	-2.6	1.8
Cc1ccc(C(=O)N/C(=C/c2ccc(Cl)cc2)C(=O)Nc2cccc(C(=O)O)c2)cc1	9.0	-13.8	x	x	1.3	3.5	x	-1.0
COc1ccc(NC(=O)N[C@@H]2CC[C@@H](CCNC(=O)Cc3ccncc3)O[C@@H]2CO)cc1	1.6	-14.6	1.0	-194.7	3.7	11.3	1.1	0.5
Cn1cccc1P(=O)(c1cccn1C)c1cccn1C	x	x	-2.5	3.1	-8.6	x	-4.9	x
N#Cc1ccc(-c2nc3ccc(Br)cn3c2Cc2ccccc2)cc1	-1.9	3.2	-1.5	-29.6	-23.7	6.0	-8.2	x
Cc1cccc(Nc2nnc(SCc3cc(=O)n4cc(C)ccc4n3)s2)c1	4.3	-8.0	-3.0	-8.4	-0.2	-1.2	-2.3	x
COc1ccc(NS(=O)(=O)c2ccc(OC)c(N(C)S(=O)(=O)c3ccc(Cl)cc3)c2)cc1	-5.4	x	6.2	26.1	14.6	x	-1.9	-8.8
CC(C)CC#Cc1ccc2c(c1)O[C@H](CN(C)C(=O)Cc1ccccn1)[C@@H](C)CN([C@H](C)CO)S2(=O)=O	-0.4	x	1.8	10.2	9.7	1.3	-10.6	-11.4
COc1ccc(CN2CCN(C(=O)C3CCN(C(=O)Nc4ccccc4)CC3)CC2)cc1OC	-1.3	3.3	1.0	6.1	-2.9	2.0	-2.4	2.4
C[C@@H]1CN([C@@H](C)CO)C(=O)Cc2cc(NC(=O)CCCCCC(=O)Nc3ccccc3N)ccc2O[C@H]1CN(C)S(=O)(=O)c1ccc(Cl)cc1	x	-7.1	x	6.4	-15.7	x	x	-10.4
O=C1CCC(C(=O)N2CCOCC2)CN1Cc1ccc(Cl)cc1 (stereo not given)	2.4	4.0	0.5	x	1.1	-2.4	1.7	x
COc1cccc(S(=O)(=O)N(C)C[C@H]2Oc3cc(C4=CCCC4)ccc3S(=O)(=O)N([C@H](C)CO)C[C@H]2C)c1	-2.1	21.7	3.0	3.2	23.3	-6.4	-4.1	-13.2
CO[C@H]1CN(C)C(=O)c2cc(NC(=O)C3CCCCC3)ccc2OC[C@@H](C)N(Cc2cccnc2)C[C@H]1C	-0.3	-21.4	x	-3.2	-0.2	0.6	-6.1	x
C[C@@H]1CN([C@H](C)CO)C(=O)c2cc(NS(=O)(=O)c3cccs3)ccc2O[C@@H]1CN(C)Cc1ccc(Oc2ccccc2)cc1	-4.6	x	1.7	28.4	21.5	x	-8.2	-16.6
CCOC(=O)CSc1nnc(-c2ccc([N+](=O)[O-])cc2)o1	x	-16.8	-4.3	-21.6	-8.9	-14.7	-3.4	x
O=C1C=C(CCc2ccccc2)CCC1	3.2	-6.3	-0.4	-7.4	-20.5	7.1	-4.4	-4.8
COc1c(Cl)cnn(-c2ccc(C)cc2)c1=O	-3.9	x	15.1	10.7	-9.7	x	-0.2	-6.9
Cc1ccc(C(=O)N2CCCC2)cc1S(=O)(=O)Nc1cccc(C)c1C	5.0	-78.4	-0.8	3.0	-5.4	-3.2	7.5	-3.6
COC(=O)C[C@@H]1C[C@H]2c3cc(NC(=O)Nc4ccccc4F)ccc3O[C@H]2[C@H](CO)O1	5.1&8.4	-25.1&-40.0	-0.8&5.6	10.5&-20.3	1.3	7.1&0.1	4.5&0.5	7.3&-3.2
Cn1c(CCC(=O)O)nc2cc(S(=O)(=O)N3CCCC3)ccc21	-11.7	x	0.3	-8.7	-16.4	-6.9	-5.5	8.2
CC(C)COc1ccc(S(=O)(=O)NNC(=O)c2cc3ccccc3o2)cc1	1.3	6.5	x	x	5.1	6.2	x	-16.2
Cc1cc(C)nc(NS(=O)(=O)c2ccc(NC(=O)COc3ccccc3F)cc2)n1	x	-9.2	-3.8	-5.3	-11.8	5.8	-2.1	10.1
COC(=O)[C@@]12CCCCN1[C@H](c1ccc(-c3ccc4c(c3)OCO4)c(OC)c1)[C@@H]1C(=O)N(C)C(=O)[C@@H]12	-5.4	5.0	-4.0	-2.6	-1.4	-1.9	-0.2	-22.7
Cc1[nH]c2ccccc2c1C(=O)COC(=O)C1CC(O)CN1S(=O)(=O)c1ccc(Cl)cc1 (stereo not given)	3.6	10.9	2.0	5.2	0.6	x	-0.4	1.9
COc1ccc(NS(=O)(=O)c2cccc(C(=O)NN=Cc3ccc(O)c(OC)c3)c2)cc1	2.1	-7.2	-6.2	4.2	5.5	-17.8	-4.4	-2.7
O=C(Nc1ccc(F)cc1)Nc1ccc2c(c1)[C@H]1C[C@@H](CC(=O)N3CCCCC3)O[C@H](CO)[C@H]1O2	3.1	3.0	x	-1.0	6.9	-2.0	x	-3.0
C[C@H](CO)N1C[C@H](C)[C@@H](CN(C)S(=O)(=O)c2cccs2)Oc2ccc(NS(C)(=O)=O)cc2CC1=O	-1.6	-17.0	4.9	-3.1	8.8	-8.9	-11.2	14.6
Cc1ccc(C2(CCNC(C)c3cccs3)CCOC(C(C)C)C2)cc1 (stereo not given)	-1.9	5.7	-2.5	9.4	1.3	-7.6	-4.3	-3.3
O=C(C[C@H]1C[C@@H]2c3cc(NC(=O)Nc4ccccc4)ccc3O[C@@H]2[C@H](CO)O1)NCc1cccnc1	-1.5	6.3	x	-2.9	12.6	-7.1	x	-0.4
O=C(NNC(=S)Nc1cccc(C(F)(F)F)c1)c1ccccc1Cl	1.2	u	3.7	16.1	-7.3	17.8	2.5	0.8
CCCn1c(C(C)NC(C)=O)nc2ccccc21 (stereo not given)	x	-13.1	-3.6	-6.4	-16.6	-7.2	-1.9	7.2
COC(=O)[C@@]12CCCN1[C@H](c1ccc(SC3CCCCC3)cc1)[C@H]1C(=O)N(C)C(=O)[C@H]12	1.8	-4.5	-2.6	1.7	10.9	2.9	-2.1	-3.5
CSc1nc2c(=O)[nH]cnc2s1	x	-23.4	0.3	-12.4	-9.5	1.9	-5.7	x
Cc1noc(C(=O)Nc2sc3c(c2C#N)CCC3)c1Cl	x	-6.0	3.1	-72.3	-5.3	-1.9	-1.4	-3.7
COc1ccc(NC(=O)CSc2ccc(C)cc2)cc1	-2.8	-40.5	x	x	x	-7.2	x	-7.7
CC1(C)c2ccccc2-n2c1cc1oc(=O)cc(O)c1c2=O	0.4	1.9	-0.3	18.9	x	-2.5	2.4	1.8
C[C@@H]1CN([C@@H](C)CO)C(=O)c2cc(NC(=O)Cc3cn(C)c4ccccc34)ccc2O[C@H]1CN(C)C(=O)Nc1ccc2c(c1)OCO2	1.2	x	-1.7	-96.5	5.2	x	9.4	19.8
Cc1c(F)cccc1NS(=O)(=O)c1ccc2c(c1)NC(=O)CO2	x	0.2	-0.2	4.0	11.7	-2.2	1.4	x
CN(C)CCCNC(=O)[C@@]1(c2ccc([N+](=O)[O-])cc2)CC(=O)N(C2CCCCC2)[C@@H]1c1ccc(CO)cc1I	-0.3	-14.1	0.0	9.1	x	x	-13.1	0.8
COc1cccc(NC(=O)C2CCN(S(=O)(=O)c3ccc4[nH]c(=O)ccc4c3)CC2)c1	4.5	-4.0	7.0	11.6	7.5	-9.8	1.3	x
CCOC(=O)C(NC(=O)Nc1ccc(Cl)cn1)(Oc1ccc(F)cc1)C(F)(F)F (stereo not given)	-1.9	u	-1.3	0.8	1.8	1.7	1.9	17.4
Cc1noc(C)c1NC(=O)N(C)C[C@@H]1Oc2c(NC(=O)c3nc4ccccc4s3)cccc2C(=O)N([C@H](C)CO)C[C@H]1C	-1.1	x	-6.4	-3.4	7.9	1.7	-10.7	-0.4
CNC[C@@H]1Oc2c(NC(=O)c3ccncc3)cccc2C(=O)N([C@H](C)CO)C[C@H]1C	-3.2	-1.3	0.8	-7.4	6.5	-2.1	-2.0	-6.6
COc1ccc(/C=N/NC(=O)c2c(C)nc3ccccn23)cc1[N+](=O)[O-]	x	-14.8	-0.1	4.9	x	-0.3	-0.8	-5.0
O=C(CSCc1cccc(Br)c1)N1CCOCC1	-4.0	-64.4	x	x	x	4.9	x	0.0
CN(C)CC#Cc1ccc([C@H]2[C@@H](CO)N3C(=O)CN(C(=O)c4ccccc4)C[C@H]23)cc1	x	x	-2.8	x	1.8	x	13.4	-4.5
C[C@H]1CN([C@@H](C)CO)C(=O)Cc2cc(NS(=O)(=O)c3ccccc3)ccc2O[C@H]1CN(C)Cc1ccc(Oc2ccccc2)cc1	5.2	-13.3	-0.3	7.9	16.1	x	-5.7	-5.9
CCOC(=O)N1CCC(N2Cc3cccc(C(=O)Nc4ccccc4OC)c3C2=O)CC1	-0.8	23.5	-3.2	5.6	13.7	7.4	4.6	-6.5
CC[C@H](C)[C@H](NC(=O)c1ccc(Cl)cc1)C(=O)OCC(=O)c1c(N)n(C)c(=O)n(C)c1=O	-4.7	-26.5	3.2	10.0	26.2	3.5	-8.9	-8.5
c1ccc(Oc2nc(N3CCOCC3)nc(N3CCOCC3)n2)cc1	0.8	x	x	x	16.0	5.5	x	-9.3
COc1ccc(OC)c(/C=N/NC(=O)c2[nH]nc3c2CCc2ccccc2-3)c1	x	-13.2	0.7	-31.4	x	-1.2	-11.9	0.5
c1ccc(Nc2nnc(-c3cccnc3)s2)cc1	x	-90.4	-0.3	-37.4	-43.1	3.6	-0.9	x
Cc1noc(C)c1S(=O)(=O)N(C)C[C@@H]1OCCCC[C@H](C)Oc2ccc(N(C)C)cc2C(=O)N([C@H](C)CO)C[C@H]1C	3.5	-6.9	-0.6	3.3	7.9	8.1	0.5	-9.1
O=C(C[C@@H]1C=C[C@@H](NC(=O)c2ccccc2)[C@@H](CO)O1)NCc1ccc(Oc2ccccc2)cc1	6.1	23.4	2.1	3.4	32.6	10.8	-10.0	-10.7
